Screens (PubChem)
CHT inh – inhibitors of human choline transporter CHT | CHT-expressing cells, membrane potential dye, choline response; active compounds read low | actives 0.86% (n = 310,000) | B-score at 10 µM | High affinity choline transporter 1 (Homo sapiens), Q9GZV3;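 active = B-score over 3 SD under the library average, and starting fluorescence ratio not unusually high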;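 note: choline stimulus applied at its EC90 after an EC20 pre-addition; B-score computed on integrated fluorescence ratio after choline addition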
Target sequence (Q9GZV3 whole entry, looked up): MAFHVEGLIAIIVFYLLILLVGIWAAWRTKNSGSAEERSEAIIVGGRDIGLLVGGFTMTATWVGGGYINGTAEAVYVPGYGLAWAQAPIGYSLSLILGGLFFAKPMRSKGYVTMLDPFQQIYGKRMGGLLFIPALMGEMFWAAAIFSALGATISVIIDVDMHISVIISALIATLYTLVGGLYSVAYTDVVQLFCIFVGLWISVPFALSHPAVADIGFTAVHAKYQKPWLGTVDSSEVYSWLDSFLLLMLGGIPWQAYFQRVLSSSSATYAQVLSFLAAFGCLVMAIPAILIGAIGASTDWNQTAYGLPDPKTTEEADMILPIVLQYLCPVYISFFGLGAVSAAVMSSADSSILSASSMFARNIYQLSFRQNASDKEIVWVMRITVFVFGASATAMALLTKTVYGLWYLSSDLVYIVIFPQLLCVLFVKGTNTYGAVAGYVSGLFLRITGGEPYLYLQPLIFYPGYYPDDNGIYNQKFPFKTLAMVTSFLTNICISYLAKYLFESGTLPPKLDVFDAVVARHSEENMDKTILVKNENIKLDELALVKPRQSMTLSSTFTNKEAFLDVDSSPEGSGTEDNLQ
CHT allo act – CHT positive allosteric modulators, primary screen, cell-based, membrane potential dye, choline EC20; AID 488977, 2010; B-score at 10 µM; CHT-expressing cells; active compounds read high; LV-AA mutant CHT in HEK293 cells; High affinity choline transporter 1 (Homo sapiens), Q9GZV3; actives 0.49% (n = 310,000);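 active = initial fluorescence not abnormally high and integrated response B-score, plate-corrected, over 3 SD above library mean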
Numbers without * were called inactive; i = inactive.

1	CC(C)[C@H](NC(=O)c1ccco1)C(=O)NCc1ccccc1
2	COc1ccc(CC(=O)NCC(=O)N=Nc2c(O)[nH]c3ccccc23)cc1
3	O=C(O)c1cc2ccccc2c2cc(Br)ccc12
4	CCCSCCCNC(=O)c1ccc(NC(=O)C2=CSCCO2)cc1
5	CCOc1ccc(CCNC(=O)c2ccc(CS(=O)Cc3ccc(Cl)cc3)o2)cc1 (stereo not given)
6	CCOC(=O)N1CCN(C(=O)CCN2C(=O)COc3ccccc32)CC1
7	N/C(Cc1cccs1)=N\OC(=O)COc1ccccc1
8	COc1ccc(-c2nc(C)c(C(C)=O)n2O)cc1

| Assay by compound | 1 | 2 | 3 | 4 | 5 | 6 | 7 | 8 |
| --- | --- | --- | --- | --- | --- | --- | --- | --- |
| CHT inh | i | i | i | i | i | i | i | i |
| CHT allo act | i | i | i | i | i | i | i | i |

9	CCOC(=O)N1CCN(C(=O)C2CCN(S(=O)(=O)c3ccc(Br)s3)CC2)CC1
10	O=C(Nc1cc(Br)ccc1O)c1cc(-c2ccc3c(c2)OCO3)on1
11	COC(=O)[C@@]1(Cc2ccccc2)[C@@H]2C(=CC(=O)[C@H]2CC(=O)C(=O)N(C)C)CN1C(=O)c1ccccc1
12	CCOC(=O)CN(C(=O)CN1CCOCC1)c1ccc(Br)cc1
13	O=C(NCc1ccccc1)C(c1cccnc1)N(C(=O)c1csnn1)c1ccccc1 (stereo not given)
14	COc1ccccc1NC(=O)C(C)OC(=O)C1CCN(S(=O)(=O)c2ccc(C)c(C)c2)CC1 (stereo not given)
15	O=C(Nc1ccc(S(=O)(=O)N2CCCCC2)cc1)c1ccccc1Cl
16	COc1cccc(NC2=Nc3cccc4cccc2c34)c1

| Assay by compound | 9 | 10 | 11 | 12 | 13 | 14 | 15 | 16 |
| --- | --- | --- | --- | --- | --- | --- | --- | --- |
| CHT inh | i | i | i | i | i | i | i | i |
| CHT allo act | i | i | i | i | i | i | i | i |

17	C=C(C)C1Cc2c(C)nn(-c3ccccn3)c2C1 (stereo not given)
18	CC1CCC(NC(=O)c2ccc(N3CCCC3=O)cc2)CC1 (stereo not given)
19	COCC(=O)Nc1ccc([N+](=O)[O-])cc1C
20	CCc1ccc(-c2nc(CN3CCCC(C(=O)NCCc4ccc(OC)c(OC)c4)C3)c(C)o2)cc1 (stereo not given)
21	Cc1ccc(C(=O)NC(=S)N(C)C2CCCCC2)cc1Br
22	Cc1nnc(NC(=O)CCC(=O)N2CCC(C)CC2)s1
23	COc1ccc(N(CC(=O)Nc2cc(OC)cc(OC)c2)S(=O)(=O)c2c(C)n[nH]c2C)cc1
24	CNC(=S)N/N=C/c1ccccc1Cl

| Assay by compound | 17 | 18 | 19 | 20 | 21 | 22 | 23 | 24 |
| --- | --- | --- | --- | --- | --- | --- | --- | --- |
| CHT inh | i | i | i | i | i | i | i | i |
| CHT allo act | i | i | i | i | i | i | i | i |

25	Cc1cc(F)c(F)c(C(=O)N2CCC(C)CC2)c1Cl
26	O=C(CSc1nnc(-c2ccco2)n1CC1CCCO1)c1ccccc1 (stereo not given)
27	Cc1ccc(S(=O)(=O)/N=C/c2cc(Br)ccc2O)cc1
28	C=CCN(C(C)=O)C1CC(=O)N(c2ccc(OCCC)cc2)C1=O (stereo not given)
29	COc1ccccc1NC(=O)CSc1nnc(Cc2cccs2)n1C
30	O=C(C1CCCCN1S(=O)(=O)c1ccccc1[N+](=O)[O-])N1CCCC1 (stereo not given)
31	COc1cc(-c2nc3cc(C)ccn3c2NC2CCCCC2)ccc1-c1ccc(C(C)=O)cc1
32	N#Cc1cc([N+](=O)[O-])ccc1NCCc1ccccn1

| Assay by compound | 25 | 26 | 27 | 28 | 29 | 30 | 31 | 32 |
| --- | --- | --- | --- | --- | --- | --- | --- | --- |
| CHT inh | i | i | i | i | i | i | i | i |
| CHT allo act | i | i | i | i | i | i | i | i |

33	COc1ccccc1Oc1coc2cc(OC(=O)N3CCOCC3)ccc2c1=O
34	O=C(Nc1ccc(S(=O)(=O)Nc2ncccn2)cc1)c1ccccc1Cl
35	Cc1nn2c(-c3ccc(Cl)cc3)nnc2s1
36	C=CCC(=O)N1CCC(n2nccc2NC(=O)CCOc2ccccc2)CC1
37	O=C1/C(=C/c2ccc([N+](=O)[O-])cc2)CCC1C1CCCC1 (stereo not given)
38	O=C(NNc1cccc(Cl)n1)Nc1ccc(F)cc1
39	COC(=O)Nc1c(C)n(C)n(-c2ccccc2)c1=O
40	CC(C)(C)NNC(=S)Nc1ccc(S(=O)(=O)N2CCOCC2)cc1

| Assay by compound | 33 | 34 | 35 | 36 | 37 | 38 | 39 | 40 |
| --- | --- | --- | --- | --- | --- | --- | --- | --- |
| CHT inh | i | i | i | i | i | i | i | i |
| CHT allo act | i | i | i | i | i | i | i | i |

41	CCS(=O)(=O)N1Cc2ccccc2CC1C(=O)N(C)CC(=O)Nc1ccc(F)c(F)c1F (stereo not given)
42	CCOC(=O)c1cc(-c2ccco2)nc2c1c(C)nn2-c1cccc(Cl)c1
43	CCOc1ccc(S(=O)(=O)N2CCC(C(=O)NCc3ccncc3)CC2)cc1Cl
44	O=C(N/N=C/c1ccncc1)c1cccc([N+](=O)[O-])c1
45	Clc1cccc(OCc2nc(-c3ccncc3)n[nH]2)c1
46	CCc1ccc(N/C(SCc2cccc(F)c2)=C(/C#N)C(=O)NCc2ccco2)cc1
47	COc1ccc2[nH]cc(C(=O)CN3CCN(C(=O)c4ccco4)CC3)c2c1
48	COc1cccc(C2=NO[C@@H]3C(=O)N(c4ccc5c(c4)OCCO5)C(=O)[C@H]23)c1OC

| Assay by compound | 41 | 42 | 43 | 44 | 45 | 46 | 47 | 48 |
| --- | --- | --- | --- | --- | --- | --- | --- | --- |
| CHT inh | i | i | i | i | i | i | i | i |
| CHT allo act | i | i | i | i | i | i | i | i |

49	CC(C)(C)Sc1nc(O)cc(=O)[nH]1
50	COc1ccc(NC(=S)N2CCc3ccccc32)cc1OC
51	COc1ccc(NC(=O)c2[nH]c(C)c(C(C)=O)c2C)cc1Cl
52	COc1ccc(OC)c(Nc2cc(C)nc3nc(C)nn23)c1
53	OC(CNC1CCCC1)COCCOc1ccc(Br)cc1 (stereo not given)
54	Cc1ccccc1OCC(=O)OCC(=O)N1CCCc2ccccc21
55	CCOC(=O)c1c(C)[nH]c(C)c1C(=O)COC(=O)/C=C/c1cccc(Cl)c1
56	O=c1sc(Nc2ccccc2)nc2ccccc12

| Assay by compound | 49 | 50 | 51 | 52 | 53 | 54 | 55 | 56 |
| --- | --- | --- | --- | --- | --- | --- | --- | --- |
| CHT inh | i | i | i | i | i | i | i | i |
| CHT allo act | i | i | i | i | i | i | i | i |

18 structures already listed, ordered by molar mass, high to low:
41	CCS(=O)(=O)N1Cc2ccccc2CC1C(=O)N(C)CC(=O)Nc1ccc(F)c(F)c1F (stereo not given)
43	CCOc1ccc(S(=O)(=O)N2CCC(C(=O)NCc3ccncc3)CC2)cc1Cl
46	CCc1ccc(N/C(SCc2cccc(F)c2)=C(/C#N)C(=O)NCc2ccco2)cc1
48	COc1cccc(C2=NO[C@@H]3C(=O)N(c4ccc5c(c4)OCCO5)C(=O)[C@H]23)c1OC
55	CCOC(=O)c1c(C)[nH]c(C)c1C(=O)COC(=O)/C=C/c1cccc(Cl)c1
36	C=CCC(=O)N1CCC(n2nccc2NC(=O)CCOc2ccccc2)CC1
40	CC(C)(C)NNC(=S)Nc1ccc(S(=O)(=O)N2CCOCC2)cc1
47	COc1ccc2[nH]cc(C(=O)CN3CCN(C(=O)c4ccco4)CC3)c2c1
53	OC(CNC1CCCC1)COCCOc1ccc(Br)cc1 (stereo not given)
54	Cc1ccccc1OCC(=O)OCC(=O)N1CCCc2ccccc21

| Assay by compound | 41 | 43 | 46 | 48 | 55 | 36 | 40 | 47 | 53 | 54 |
| --- | --- | --- | --- | --- | --- | --- | --- | --- | --- | --- |
| CHT inh | i | i | i | i | i | i | i | i | i | i |
| CHT allo act | i | i | i | i | i | i | i | i | i | i |

51	COc1ccc(NC(=O)c2[nH]c(C)c(C(C)=O)c2C)cc1Cl
50	COc1ccc(NC(=S)N2CCc3ccccc32)cc1OC
52	COc1ccc(OC)c(Nc2cc(C)nc3nc(C)nn23)c1
45	Clc1cccc(OCc2nc(-c3ccncc3)n[nH]2)c1
38	O=C(NNc1cccc(Cl)n1)Nc1ccc(F)cc1
44	O=C(N/N=C/c1ccncc1)c1cccc([N+](=O)[O-])c1
56	O=c1sc(Nc2ccccc2)nc2ccccc12
49	CC(C)(C)Sc1nc(O)cc(=O)[nH]1

| Assay by compound | 51 | 50 | 52 | 45 | 38 | 44 | 56 | 49 |
| --- | --- | --- | --- | --- | --- | --- | --- | --- |
| CHT inh | i | i | i | i | i | i | i | i |
| CHT allo act | i | i | i | i | i | i | i | i |

(list continues)
57	O=c1cnnc(Nc2ccc(Nc3ccccc3)cc2)[nH]1
58	O=S(=O)(Nc1nc2ccccc2nc1NCc1ccco1)c1ccc(F)cc1
59	Cc1cc(C)nc(-n2nc(C)c(Sc3ccc(F)cc3)c2N)n1
60	CCCCNc1nc(CC(C)=O)ns1
61	O=C(NCCc1csc(-c2ccc(C(F)(F)F)cc2)n1)c1cccs1
62	Cc1nc2ccc3nc(NC(=O)c4ccco4)sc3c2s1
63	O=C(O)c1ccc(NC(=O)c2cn(-c3ccccc3)nc2-c2ccccc2)cc1
64	COCCNC(=O)CCc1nnc(C2(c3ccc(Cl)cc3)CCC2)o1

| Assay by compound | 57 | 58 | 59 | 60 | 61 | 62 | 63 | 64 |
| --- | --- | --- | --- | --- | --- | --- | --- | --- |
| CHT inh | i | -6.2* | i | i | i | i | i | i |
| CHT allo act | i | i | i | i | i | i | i | i |

65	O=C(NCCN1CCOCC1)c1cc(-c2ccccc2Cl)nc2ccccc12
66	Cc1cc(C)cc(NS(=O)(=O)c2csc(C(N)=O)c2)c1
67	CCCn1c(=S)[nH]c2ccccc2c1=O
68	CCOCCCNC(=O)c1ccc2nc(-c3ccc(OC)c(OC)c3)c(-c3ccc(OC)c(OC)c3)nc2c1
69	Cc1nn(CC(=O)N2CCN(c3ccccc3)CC2)c(C)c1[N+](=O)[O-]
70	COc1cccc(C(=S)N2CCCC2)c1OC
71	O=C(c1cccs1)N(Cc1cc2ccccc2[nH]c1=O)CC1CCCO1 (stereo not given)
72	CCOc1ccc(Nc2cc(C)c3ccccc3n2)cc1

| Assay by compound | 65 | 66 | 67 | 68 | 69 | 70 | 71 | 72 |
| --- | --- | --- | --- | --- | --- | --- | --- | --- |
| CHT inh | i | i | i | i | i | i | i | i |
| CHT allo act | i | i | i | i | i | i | i | i |

One compound at a time, as listed above.
CCOCCCNC(=O)c1ccc2nc(-c3ccc(OC)c(OC)c3)c(-c3ccc(OC)c(OC)c3)nc2c1 is listed with CHT inh = i; CHT allo act = i
CCCn1c(=S)[nH]c2ccccc2c1=O is listed with CHT inh = i; CHT allo act = i

Next section.
73	CCC(=O)Nc1nnc(/C=C/c2ccc(OC)cc2)s1
74	Cc1cccc(OCCNC(=S)NC(=O)c2cccnc2)c1
75	Cc1cc(=O)n2[nH]c(-c3ccco3)nc2n1
76	Clc1ccc(CN2CCN(c3ncccn3)CC2)c(Cl)c1
77	Cc1ccc(/C=N/NC(=O)Cn2cncn2)cc1
78	CC(C)c1nc(C(=O)N2CCCC(CCC(=O)N(C)CCc3ccccn3)C2)cs1 (stereo not given)
79	CCn1cc(CN2CCc3c([nH]c4ccccc34)C2c2ccc(F)c(OC)c2)c(C)n1 (stereo not given)
80	CSc1ccccc1NC(=O)Cn1c([N+](=O)[O-])cnc1C

| Assay by compound | 73 | 74 | 75 | 76 | 77 | 78 | 79 | 80 |
| --- | --- | --- | --- | --- | --- | --- | --- | --- |
| CHT inh | i | i | i | i | i | -5.4* | i | i |
| CHT allo act | i | i | i | i | i | i | i | i |

81	NC(=O)N/N=C/c1cn(-c2ccccc2)nc1-c1cccnc1
82	NC(=O)c1nsc(C(=O)N(Cc2ccc(F)cc2)C(C(=O)NC2CCCC2)c2ccco2)c1N (stereo not given)
83	CCc1ccc(-c2cc(C)no2)cc1S(=O)(=O)N1CCOc2ccccc21
84	COC(=O)C1=C(N)Oc2cc(C)[nH]c(=O)c2C1c1cccnc1 (stereo not given)
85	COc1ccc(S(=O)(=O)N2CCCCC2)cc1NC(=O)CCNC(=O)c1ccc(Br)cc1
86	COc1cc(/C=C/C(=O)O)cc(S(=O)(=O)Nc2cccc(S(=O)(=O)N3CCOCC3)c2)c1OC
87	COC(=O)c1cc2sc(Cl)cc2n1CC(=O)NCC1CCCO1 (stereo not given)
88	O=C(CNC(=O)c1ccccc1F)c1ccccc1

| Assay by compound | 81 | 82 | 83 | 84 | 85 | 86 | 87 | 88 |
| --- | --- | --- | --- | --- | --- | --- | --- | --- |
| CHT inh | i | -7.9* | i | i | i | i | i | i |
| CHT allo act | i | i | i | i | i | i | i | i |

89	Cc1nc2ccccn2c1C(=O)NN
90	CNc1ccc(S(=O)(=O)NCC(=O)OCC(=O)Nc2cccc(Cl)c2Cl)cc1[N+](=O)[O-]
91	Nc1cc(C(=O)c2ccccc2)ccc1[N+](=O)[O-]
92	O=[N+]([O-])c1ccccc1S(=O)(=O)n1cnc2ccccc21
93	C/C(=N\NC(=O)c1ccc(Br)cc1)C1C(=O)c2ccccc2C1=O

| Assay by compound | 89 | 90 | 91 | 92 | 93 |
| --- | --- | --- | --- | --- | --- |
| CHT inh | i | i | i | i | -6.9* |
| CHT allo act | i | i | i | i | i |
